From PubChem
Cl transport mod = modulates chloride dependent transport by human KCC2 | Q9H2X9 | KCC2 cells, thallium flux FluoZin-2 fluorescence | B-score of Tl+ flux slope (higher = more flux/activation; lower = inhibition) at 10 µM | 190,000 tested, 2.2% active;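 active means thallium flux slope and its plate-corrected score both differing from the plate sample mean at a set confidence after two filtering rounds, in either direction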;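 further: slope of fluorescence scaled to starting intensity during 10 to 20 s after thallium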
Target sequence (Q9H2X9 whole entry, looked up): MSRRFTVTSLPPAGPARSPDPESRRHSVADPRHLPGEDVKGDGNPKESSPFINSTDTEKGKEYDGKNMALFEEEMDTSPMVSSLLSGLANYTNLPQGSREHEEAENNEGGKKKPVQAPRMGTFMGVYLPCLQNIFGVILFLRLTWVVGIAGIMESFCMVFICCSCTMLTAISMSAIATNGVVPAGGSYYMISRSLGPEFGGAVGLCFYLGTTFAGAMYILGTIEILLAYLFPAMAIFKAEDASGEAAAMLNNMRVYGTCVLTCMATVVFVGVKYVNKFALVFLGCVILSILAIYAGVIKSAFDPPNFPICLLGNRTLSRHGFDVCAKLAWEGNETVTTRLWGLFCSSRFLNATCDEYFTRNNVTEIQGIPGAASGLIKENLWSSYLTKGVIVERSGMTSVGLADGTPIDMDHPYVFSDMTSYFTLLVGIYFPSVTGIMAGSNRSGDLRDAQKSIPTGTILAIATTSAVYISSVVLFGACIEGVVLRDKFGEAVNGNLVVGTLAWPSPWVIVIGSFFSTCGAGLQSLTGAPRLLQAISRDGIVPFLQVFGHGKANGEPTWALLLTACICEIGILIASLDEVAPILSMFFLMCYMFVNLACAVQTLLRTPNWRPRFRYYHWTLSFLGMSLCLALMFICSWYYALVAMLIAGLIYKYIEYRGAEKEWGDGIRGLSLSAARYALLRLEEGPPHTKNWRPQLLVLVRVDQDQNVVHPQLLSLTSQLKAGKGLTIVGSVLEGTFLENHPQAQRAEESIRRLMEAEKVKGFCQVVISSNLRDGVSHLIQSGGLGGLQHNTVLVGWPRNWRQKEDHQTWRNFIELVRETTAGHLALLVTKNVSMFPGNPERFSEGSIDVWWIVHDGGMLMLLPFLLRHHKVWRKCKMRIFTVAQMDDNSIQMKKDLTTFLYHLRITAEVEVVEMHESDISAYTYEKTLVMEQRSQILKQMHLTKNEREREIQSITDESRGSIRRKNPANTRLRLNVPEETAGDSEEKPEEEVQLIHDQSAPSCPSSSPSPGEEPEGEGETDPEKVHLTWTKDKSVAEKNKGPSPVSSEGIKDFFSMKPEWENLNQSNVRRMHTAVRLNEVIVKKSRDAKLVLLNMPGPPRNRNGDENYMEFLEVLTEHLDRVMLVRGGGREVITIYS
L929 necroptosis = L929 zVAD cell death inhibition; AID 1377; L929 zVAD necroptosis rescue, ATP luminescence, 24 h; with zVAD 60 µM; viability rescue, % at 10 µM; 220,000 tested, 0.38% active;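 active means activation, scaled between plate controls, above about 75%, limit read from the data; inactive means activation under that limit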;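 further: 0% = zVAD with DMSO and 100% = DMSO alone without zVAD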
Thrombin inh = thrombin (human) inhibition. alpha-thrombin, Boc-VPR-AMC fluorogenic substrate cleavage. inhibition, % at 5 µM. 220,000 tested, 0.26% active;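 active means inhibition at or above 40%; inactive means inhibition below 40%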;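 further: 0% = enzyme with no compound and 100% = wells without enzyme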
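Material: Human alpha-thrombin protein | Buffer or medium: pH 7.5 Tris-saline with Tween 20 | Reagent: Boc-VPR-AMC substrate, 15 µM final | Schedule: Reaction at ambient temperature | Detection: AMC fluorescence at 355 nm excitation and 460 nm emission | Evaluation: Percent inhibition scaled between no-compound controls and no-enzyme blanks | Controls: no-compound enzyme wells and no-enzyme blanks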
Hck Nef HTS = inhibitors of human Hck kinase activated by Nef; P08631; Recombinant Hck-YEEI plus Nef, Z-Lyte FRET kinase assay; inhibition, % at 20 µM; 220,000 tested, 0.68% active; AID 463187;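 active means Hck-Nef kinase inhibition above about 50%, limit read from the data; inactive means inhibition below that limit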;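 further: 0% = DMSO with Hck plus Nef and 100% = Hck alone without Nef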
hK5 inh = blocks human kallikrein 5 protease activity. Q9Y337. inhibition, % at 5 µM. AID 873. 210,000 tested, 0.59% active. recombinant hK5, fluorogenic AMC substrate cleavage;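 active means inhibition of 40% or more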;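 further: 0% = enzyme controls without compound and 100% = no-enzyme blanks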
Rad51 HR inh = Rad51 (human) homologous recombination inhibition; hRad51 DNA strand exchange, fluorescence dequenching; Q06609; inhibition, % at 10 µM; 200,000 tested, 0.085% active;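 active means inhibition above 40% at the single screening dose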;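 further: 0% = DMSO control wells and 100% = blanks with heterologous ssDNA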
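Material: human Rad51–ssDNA filaments; Probe or stimulus: labelled 47-mer dsDNA for strand exchange; Doses: single 10 µM dose; Incubation: 37 °C 15-min filament assembly, 30-min compound preincubation, 15-min exchange; Technique: FRET fluorescence dequenching, excitation 485 nm, emission 520 nm; Measure: Fluorescence-based percent inhibition, control- and blank-normalised; Benchmarks: plate control and blank wells.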
FXIa inh 1536 = blocks human coagulation factor XIa protease activity. P03951. purified FXIa, Boc-Glu-Ala-Arg-AMC fluorogenic substrate. inhibition, % at 5 µM. 220,000 tested, 0.14% active;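 active means inhibition of at least 40%; inactive means inhibition below 40%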;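 further: fluorescence of freed AMC excited at 355 nm; 0% = enzyme without compound and 100% = no enzyme blank; many of its hits are not listed in these tables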
FXIIa inh 1536 = inhibitors of human coagulation factor XIIa | P00748 | purified FXIIa, Boc-QGR-AMC fluorogenic substrate, 2 h | inhibition, % at 5 µM | 220,000 tested, 0.3% active; in the data active means inhibition above about 40%;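 further: 0% = enzyme with no compound and 100% = blank without enzyme; many of its hits are not listed in these tables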
TNF death inh = TNF-alpha cell death inhibition in Jurkat FADD-/- cells | Jurkat FADD-/- TNF necroptosis rescue, ATP luminescence, 24 h; 0 = TNF only, 100 = no-TNF cells | activation (protection from cell death), % at 10 µM | 220,000 tested, 0.068% active | AID 463075;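 active means activation, meaning protection from cell death, of at least 50% relative to plate controls; inactive means activation below 50%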;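 further: necroptosis triggered by 40 ng/mL TNF-alpha added together with compound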
The depositor's hits bear a star; i = inactive; · = no result given.

SMILES | Cl transport mod | L929 necroptosis | Thrombin inh | Hck Nef HTS | hK5 inh | Rad51 HR inh | FXIa inh 1536 | FXIIa inh 1536 | TNF death inh
CCC(=O)Nc1nc2ccccc2n1Cc1ccccc1C | · | -0.1 | -3 | 0 | -2 | -5 | -2 | 9 | -6.6
COCCn1c(SCC(=O)Nc2ccc(C)cc2C)nc2c(oc3ccccc32)c1=O | -0.89 | 0.0 | 0 | 3 | -18 | 7 | 9 | 20 | 1.9
Cc1nc2c(C(=O)N3CCN(C)CC3)cnn2c(C)c1Cc1ccc(Cl)cc1 | -3.5 | -0.8 | -6 | -1 | 3 | 2 | 0 | 10 | -0.6
Cn1cc(-c2nnnn2-c2ccc(Cl)cc2)c(=O)c2ccccc21 | 0.093 | 0.2 | 19 | 8 | -18 | -1 | -1 | -3 | -0.8
N#Cc1cc(N)c(Nc2ccccc2)cc1C#N | -0.31 | 0.2 | -4 | 18 | 4 | 0 | 0 | 4 | -4.8
CCS(=O)(=O)N1Cc2ccccc2CC1C(=O)Nc1nnc(SCc2ccc(C#N)cc2)s1 (stereo unspecified) | -0.034 | 0.0 | -9 | 10 | -16 | 5 | 6 | 10 | 3.0
COc1ccc(-n2c(O)c(/C=N/NS(=O)(=O)c3cc(C)ccc3C)c3ccccc3c2=O)cc1OC | i | 0.8 | -1 | 10 | -3 | i | 9 | 6 | 0.7
CC1=NOC2(C1)N(C)c1ccccc1C2(C)C (stereo unspecified) | 0.19 | 0.1 | 4 | -2 | 3 | -3 | 3 | 9 | 0.3
CCOc1ccc(CCNC(=O)COC(=O)/C=C/c2ccc(OCC#N)c(OC)c2)cc1OCC | 0.21 | 0.4 | -2 | 5 | -14 | 1 | 11 | 10 | 1.9
CN(CC(=O)Nc1ccc(N2CCOCC2)cc1)C(=O)COc1ccccc1F | -0.15 | -0.2 | 0 | 6 | 3 | -1 | -1 | 14 | 0.2
CCN1CCN(S(=O)(=O)CC2(C)C3CCC2(C)C(=O)C3Br)CC1 (stereo unspecified) | 0.0059 | 0.6 | 1 | 14 | 5 | -2 | 0 | 6 | 0.7
CC1CCCCC1NC(=O)CC1Oc2ccccc2NC1=O (stereo unspecified) | · | 1.9 | 11 | 4 | 27 | 4 | 13 | 10 | 0.6
COC(=O)C(Cc1c[nH]c2ccccc12)NC(C)=O (stereo unspecified) | 0.51 | 0.7 | -6 | -21 | -17 | -4 | -4 | 5 | -2.1
CO/N=C/C(C#N)=C/c1cc(C(=O)c2ccccc2)cn1C | -2.8 | 0.3 | -5 | 5 | -1 | 13 | 0 | 10 | -0.2
CCOC(=O)c1nn(-c2ccccc2)c(=O)c(C#N)c1C | -0.068 | -1.4 | 4 | -21 | -4 | 10 | 2 | 11 | 0.0
O=C(CSC1=NC(=O)C(c2ccccc2)C(=O)N1)Nc1cccc(Cl)c1 (stereo unspecified) | · | 0.5 | 3 | -2 | -18 | -4 | -7 | -8 | -0.1
Cc1ccc2occ(C3NC(C(=O)O)CS3)c(=O)c2c1 (stereo unspecified) | -0.34 | 1.0 | -4 | 83* | -14 | 4 | 4 | 10 | 0.5
O=C(COc1ccc(F)cc1Br)NCc1ccccn1 | -0.44 | -0.1 | 3 | 1 | 3 | -11 | 4 | 12 | 0.0
COC(=O)C(CCSC)NS(=O)(=O)c1ccc(Cl)cc1 (stereo unspecified) | 0.64 | 0.8 | -23 | 15 | -4 | -2 | -9 | 3 | 0.1
COc1cccc(N2CCN(c3ncccn3)CC2)c1 | · | 1.4 | 2 | 6 | 3 | -4 | -1 | 3 | 0.3
CCN(C(=O)CSc1nnc2c3ccccc3n(CC)c2n1)C1CCS(=O)(=O)C1 (stereo unspecified) | -0.35 | -0.5 | 1 | 5 | -17 | · | 11 | 11 | 2.5
O=C(O)c1cccc2c1C(=O)c1cccc3snc-2c13 | -0.46 | 0.4 | -1 | 9 | 1 | 8 | 3 | 7 | 0.3
Cc1ccc(C)c(S(=O)(=O)NCc2ccncc2)c1 | 0.38 | 0.2 | -5 | 1 | 17 | -2 | -9 | 2 | -2.3
CC(=O)Nc1ccc(-c2cn3cc(C)ccc3n2)cc1 | -0.44 | 0.7 | 2 | 4 | -16 | -2 | 9 | 14 | -0.6
O=C(CNc1ccc(Br)cc1)NNC1=NCCC1 | 0.02 | · | 4 | 9 | 0 | · | 11 | 18 | 2.2
C=CCSc1nc2c(c(=O)[nH]c(=O)n2C)n1CC | 0.34 | 0.0 | 2 | -1 | 4 | -1 | 31 | 23 | -2.5
O=S(=O)(NCC1CCCO1)c1ccc(S(=O)(=O)N2CCCC2)cc1 (stereo unspecified) | -0.1 | 0.0 | 2 | 1 | 0 | -5 | 2 | 17 | -0.6
COc1ccc(CN(C)CC(=O)Nc2ccc(Cl)cc2C(F)(F)F)c(OC)c1 | 0.78 | 1.0 | -6 | -25 | -12 | 13 | -3 | 3 | 4.5
CCOc1cc(-c2nnc(-c3ccco3)o2)cc(OCC)c1OCC | -1.6 | 1.3 | 1 | 2 | -26 | -9 | -6 | -7 | 1.7
Nc1o[nH]c(=O)c1Cc1ccccc1 | -0.79 | 1.0 | -5 | 26 | -3 | -1 | -4 | 2 | 6.4
O=C(Cn1cc2c(n1)CCCC2)N1CCc2ccccc21 | 0.41 | 0.0 | -4 | -4 | -5 | 0 | -6 | 2 | 2.4
CCOC(=O)C1CCCN(C(=O)CN2C(=O)c3ccccc3C2=O)C1 (stereo unspecified) | -0.19 | -0.1 | -13 | -3 | -7 | -6 | -3 | 17 | -0.5
CCCC/C(=N\NC(=O)c1ccc(Br)o1)c1ccccc1 | 1.6 | 1.4 | -9 | 1 | -15 | -15 | -5 | 4 | 0.7
Cc1cc(C)cc(OCC(=O)Nc2ccc3c(c2)OCCO3)c1 | -0.72 | 1.4 | 2 | -1 | -13 | 22 | 2 | 6 | -0.8
NC(=O)c1nn(-c2ccccc2)nc1NC(=O)CSc1nnnn1-c1ccc(Cl)cc1 | -0.82 | -0.5 | -1 | 3 | -9 | 2 | 12 | 12 | -5.1
CN(C)S(=O)(=O)c1c(Cl)cccc1Cl | -0.13 | 0.0 | -2 | 3 | 2 | -1 | -2 | 5 | -0.8

Overlap with the part before: four entries, followed by the next part.
SMILES | Cl transport mod | L929 necroptosis | Thrombin inh | Hck Nef HTS | hK5 inh | Rad51 HR inh | FXIa inh 1536 | FXIIa inh 1536 | TNF death inh
CCCC/C(=N\NC(=O)c1ccc(Br)o1)c1ccccc1 | 1.6 | 1.4 | -9 | 1 | -15 | -15 | -5 | 4 | 0.7
Cc1cc(C)cc(OCC(=O)Nc2ccc3c(c2)OCCO3)c1 | -0.72 | 1.4 | 2 | -1 | -13 | 22 | 2 | 6 | -0.8
NC(=O)c1nn(-c2ccccc2)nc1NC(=O)CSc1nnnn1-c1ccc(Cl)cc1 | -0.82 | -0.5 | -1 | 3 | -9 | 2 | 12 | 12 | -5.1
CN(C)S(=O)(=O)c1c(Cl)cccc1Cl | -0.13 | 0.0 | -2 | 3 | 2 | -1 | -2 | 5 | -0.8
CCOC(=O)c1cnc(SC)nc1Sc1cc(Cl)ccc1Cl | -0.29 | -0.3 | -2 | -1 | 2 | · | 19 | 26 | -4.1
COc1ccc(CNc2nc3nc(C)c(Cl)c(=O)n3[nH]2)cc1 | 0.97 | 0.2 | -4 | 4 | -9 | -9 | 4 | 9 | 0.6
COc1ccc(C2=C/C(=C/c3cccnc3)C(=O)O2)cc1OC | -2.6 | 0.6 | -6 | -2 | -14 | -95 | -5 | 1 | -1.9
COC(=O)c1c(NC(=O)CN2C(=O)NC(CCc3ccccc3)C2=O)sc2c1CCCCC2 (stereo unspecified) | 0.0086 | 2.0 | -3 | 4 | -5 | 6 | 3 | 10 | 4.6
CCCCNC(=S)NNC(=O)c1c(Cl)c(C)nn1C | 0.53 | 0.1 | 1 | 8 | -12 | · | 7 | 11 | 1.1
N=c1n(CCN2CCCCC2)c2ccccc2n1CC(O)c1cccc(Br)c1 (stereo unspecified) | 0.22 | 1.2 | -3 | 1 | 1 | 5 | -2 | 1 | -10
Cc1nn(-c2ccccc2)c(NC(=O)c2cccs2)c(-c2ccc(Cl)cc2)c1=O | 0.28 | 0.7 | -9 | 0 | -7 | 1 | -3 | -1 | 0.3
COc1ccc(CC(=O)NC(CC(=O)O)c2cccc([N+](=O)[O-])c2)cc1 (stereo unspecified) | 0.079 | 0.4 | -4 | 17 | -4 | 27 | -3 | 7 | 1.5
Cc1ccc(C(C#N)c2ccc(Cl)nn2)cc1 (stereo unspecified) | 1 | 2.5 | -9 | -12 | 3 | 4 | -1 | 4 | 13
COCC(=O)n1nc(-c2ccccc2)nc1NCc1ccc(F)cc1 | 0.24 | 9.6 | 90* | 3 | -8 | 4 | 6 | 13 | 3.5
Cc1ccc(CN2CCSCC2)c(C)c1 | -0.48 | 1.8 | -1 | 3 | -17 | 15 | 9 | 16 | 0.3
COC(=O)CCn1nnc(-c2ccc(C(C)C)cc2)n1 | · | 1.6 | 2 | 0 | -14 | -5 | -10 | -4 | 0.9
COc1c[nH]n(C2CCCCC2)c(=O)c1=O | -1.4 | 0.1 | 2 | 3 | -11 | 1 | 3 | 19 | 0.2
Cc1nn(CCCC(=O)N2CCc3ccccc3C2)c(=O)c2cc3sccc3n12 | -6.5* | 0.2 | -7 | 1 | -2 | · | -1 | 8 | -0.8
CC1CCN(S(=O)(=O)c2ccc(S(=O)(=O)N3CCCN(Cc4ccccc4)C3)cc2)CC1 | -0.14 | -1.1 | · | -6 | · | · | · | · | -0.9
Cc1ccccc1-c1nc(CS(=O)CC(=O)NCCCN(C)c2ccccc2)c(C)o1 (stereo unspecified) | -1.1 | -0.1 | -3 | 2 | 27 | -5 | -3 | 10 | -0.2
CCOC(=O)CSc1nc2cc(S(=O)(=O)Nc3ccccc3OC)ccc2o1 | -0.94 | -0.7 | -6 | 3 | -6 | · | -11 | -4 | -1.8
CCCC(=O)N(CCc1ccccc1)Cc1nc2ccccc2c(=O)[nH]1 | · | 0.0 | 22 | 1 | 37 | 2 | 22 | 25 | -6.2
COc1ccc(C2=NOC(C(=O)Nc3cccnc3Cl)C2)cc1 (stereo unspecified) | 0.017 | 5.9 | 1 | 15 | -3 | 2 | -6 | 3 | 0.6
CC(C)C(=O)NC(c1ccc(N(C)C)cc1)c1c(O)ccc2ccccc12 (stereo unspecified) | 0.5 | -0.2 | -5 | 18 | 1 | 6 | -1 | 6 | 1.6
NC(=O)c1cccc(N=Cc2cc(Cl)cc(Cl)c2O)c1 | -0.66 | 1.4 | 2 | 10 | -12 | 9 | -1 | 6 | -1.3
Cc1cc(C)nc(SCc2cn3ccccc3n2)n1 | -0.32 | 0.6 | 1 | 12 | 1 | · | 4 | 11 | -0.8
CN(C)CC(C)(C)CNS(=O)(=O)CC12CCC(CC1=O)C2(C)C (stereo unspecified) | -0.14 | -0.5 | -3 | 5 | -1 | -6 | 2 | 12 | 0.5

A portion of the library. The share of hits here may be higher or lower than overall.
